Screening data deposited in PubChem by several laboratories.
UHRF1 MBD2 ctr – UHRF1 methylated DNA binding inhibitors, primary screen, counter-screen for MBD2 inhibitor project, biochemical, TR-FRET, human UHRF1, single concentration. E3 ubiquitin-protein ligase UHRF1 (Homo sapiens), Q96T88. UHRF1 binding to methylated oligo. inhibition, % at 4.4 µM. 370,000 compounds, 0.75% hits. AID 687016, 2013; in the data active = inhibition above about 21%;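 note: UHRF1 SRA domain binding a hemimethylated CpG hairpin DNA probe; 0% = median of test compound wells and 100% = reference inhibitor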
DDE Tn6 FP inh – inhibitors of Tn6 peptide binding to fibrin DD(E), primary screen, biochemical, fluorescence polarization, human fibrin, Tn6 probe; Fibrin DD(E) TRITC-Tn6 fluorescence polarization displacement; inhibition, % at 8.3 µM; 370,000 compounds, 0.21% hits; AID 720509, 2013;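 active = inhibition above a per-campaign cutoff: mean of compounds within control limits plus 3 SD, cut at about 15% in these data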;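 note: 0% = median of all compound wells on the plate and 100% = blocking peptide control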
PLCb3 inh – human PLC-beta3 inhibitors, primary screen, biochemical, fluorescence | 1-phosphatidylinositol 4,5-bisphosphate phosphodiesterase beta-3 (Homo sapiens), Q01970 | Purified PLC-beta3, fluorogenic substrate | inhibition, % at 12.2 µM | 370,000 compounds, 0.18% hits; in the data active = inhibition above about 11%;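 note: 0% = median of compound wells on plate and 100% = full blocker control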
Tn7 DDE FP – inhibitors of Tn7 peptide binding to fibrin DD(E), primary screen, biochemical, fluorescence polarization, human fibrin, Tn7 probe; FP displacement of FITC-Tn7 peptide from fibrin DD(E); 0% = median of compound wells per plate; inhibition, % at 8.3 µM; 370,000 compounds, 0.13% hits; AID 720508, 2013;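 active = inhibition above the mean of compounds falling within the control limits plus 3 SD of them, cut at about 14% in these data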;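 note: 0% = plate median of compound wells and 100% = 10 µM Aha-Tn7 peptide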
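system = human fibrin DD(E) protein | quantity = DD(E) 2 µM final | medium = Tris/NaCl/CaCl2 buffer, pH 7.8 | also added = labelled Tn7 tracer, 0.1 µM | compound dosing = single point at 8.3 µM | timing = compound with protein 10 min, then 3 h after probe, room temperature | signal = FP measurement | benchmarks = Aha-Tn7 high control | repeats = one replicate per compound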
proKLK7 act – proKLK7 zymogen activators, primary screen, biochemical, fluorescence intensity | 370,000 compounds, 0.9% hits | purified proKLK7, EDANS-DABCYL substrate fluorescence; 100% is mature enzyme control, 0% vehicle | activation, % at 7 µM | Kallikrein-7 (Homo sapiens), P49862;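 active = activation above the mean of all tested compounds plus 3 SD, computed per campaign excluding outliers beyond control limits, cut at about 13% in these data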
PLC-gamma1 inh – PLC-gamma1 enzyme inhibitors, primary screen, biochemical, fluorescence, purified enzyme; 1-phosphatidylinositol 4,5-bisphosphate phosphodiesterase gamma-1 (Homo sapiens), P19174; fluorogenic substrate; inhibition, % at 12.2 µM; 370,000 compounds, 0.84% hits; AID 720700, 2013; in the data active = inhibition above about 9.5%
Target sequence (P19174 whole entry, looked up): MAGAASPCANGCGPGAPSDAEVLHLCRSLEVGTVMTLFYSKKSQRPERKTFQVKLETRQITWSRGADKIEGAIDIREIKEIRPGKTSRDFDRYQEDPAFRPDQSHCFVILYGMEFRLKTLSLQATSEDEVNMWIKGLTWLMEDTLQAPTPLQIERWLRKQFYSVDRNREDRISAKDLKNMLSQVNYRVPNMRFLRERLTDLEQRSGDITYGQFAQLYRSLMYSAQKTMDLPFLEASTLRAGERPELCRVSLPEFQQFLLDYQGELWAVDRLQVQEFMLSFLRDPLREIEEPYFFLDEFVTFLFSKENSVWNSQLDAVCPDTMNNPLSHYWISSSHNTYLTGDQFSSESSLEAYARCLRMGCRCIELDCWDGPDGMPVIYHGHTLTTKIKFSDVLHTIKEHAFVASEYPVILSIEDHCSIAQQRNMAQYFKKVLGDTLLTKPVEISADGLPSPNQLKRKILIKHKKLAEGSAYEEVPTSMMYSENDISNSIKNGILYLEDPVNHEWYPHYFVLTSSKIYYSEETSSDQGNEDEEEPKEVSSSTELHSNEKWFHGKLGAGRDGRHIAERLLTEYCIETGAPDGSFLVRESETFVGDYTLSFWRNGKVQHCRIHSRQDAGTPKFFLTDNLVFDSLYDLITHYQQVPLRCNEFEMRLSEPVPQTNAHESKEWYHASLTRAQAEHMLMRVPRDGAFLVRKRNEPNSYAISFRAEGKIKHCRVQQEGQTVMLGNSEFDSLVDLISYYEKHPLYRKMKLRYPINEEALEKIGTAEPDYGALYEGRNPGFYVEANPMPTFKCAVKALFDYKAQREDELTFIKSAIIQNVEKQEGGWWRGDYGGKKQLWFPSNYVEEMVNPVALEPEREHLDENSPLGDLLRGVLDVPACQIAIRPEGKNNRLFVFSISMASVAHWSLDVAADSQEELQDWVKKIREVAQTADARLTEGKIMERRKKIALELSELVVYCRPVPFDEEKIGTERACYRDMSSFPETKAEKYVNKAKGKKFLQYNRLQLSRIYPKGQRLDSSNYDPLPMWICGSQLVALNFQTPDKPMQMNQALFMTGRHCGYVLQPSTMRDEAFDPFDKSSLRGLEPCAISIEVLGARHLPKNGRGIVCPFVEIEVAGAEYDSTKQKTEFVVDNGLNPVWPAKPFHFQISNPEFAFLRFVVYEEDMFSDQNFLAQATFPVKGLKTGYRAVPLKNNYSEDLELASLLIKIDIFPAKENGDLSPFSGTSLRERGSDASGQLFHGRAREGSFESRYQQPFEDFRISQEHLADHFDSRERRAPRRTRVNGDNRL
HGIII-sPLA2 inh – human group III sPLA2 inhibitors, primary screen, biochemical, QFRET, BODIPY PC-A2 liposome substrate. Group 3 secretory phospholipase A2 (Homo sapiens), Q9NZ20. QFRET BODIPY PC-A2 liposome hydrolysis, fluorescence. inhibition, % at 12.2 µM. 370,000 compounds, 0.56% hits;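 active = inhibition above mean plus 3 SD of compounds lying within the high and low control bounds, cut at about 19% in these data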;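 note: 0% = median of test compound wells and 100% = no enzyme DMSO wells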
ARFGAP1 inh – inhibitors of rat ARFGAP1 GAP activity, primary screen, biochemical, fluorescence polarization, GDP tracer; ADP-ribosylation factor GTPase-activating protein 1 (Rattus norvegicus), Q62848; Arfgap1-stimulated ARF1 GTP hydrolysis, GDP FP detection; inhibition, % at 16.5 µM; 360,000 compounds, 0.26% hits;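 active = inhibition above a per-plate limit, mean inhibition of low control wells plus 3 SD, cut at about 25% in these data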;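 note: 0% = DMSO wells with enzyme and 100% = wells lacking Arfgap1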
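System: truncated rat Arfgap1 GAP domain / Medium: HEPES-based buffer, pH 7.5 / Also added: N-terminally truncated human ARF1-GTP substrate / Incubation: enzyme reaction 120 min at 25 °C after 20 min preincubation / Measured by: FP of antibody-bound GDP Alexa 633 tracer, ex 620/em 688 nm / Replicates: singlicate, each compound tested once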
Rev-erbA mod – modulators of Rev-erb alpha DNA binding, primary screen, biochemical, FITC-DNA, fluorescence polarization, uHTS; Nuclear receptor subfamily 1 group D member 1 (Homo sapiens), P20393; AID 1259318, 2017; activity, % at 10 µM; 370,000 compounds, 0.79% hits; Rev-erbα–FITC-DNA binding, 90 min;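 active = activity above about 14%, limit read from the data; passing the limit was not always enough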;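 note: 0% = DMSO wells with 35 nM protein and 100% = DMSO wells with 750 nM protein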
ASAP1 inh – inhibitors of human ASAP1 ArfGAP activity, primary screen, biochemical, fluorescence polarization; ASAP1-stimulated ARF1 GTP hydrolysis, GDP FP detection; inhibition, % at 16.5 µM; 360,000 compounds, 0.19% hits; AID 624377, 2012; in the data active = inhibition above about 25%;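 note: 0% = vehicle with enzyme and substrate and 100% = no enzyme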
An asterisk follows results filed as active; i = inactive; x = no result given. Rows were taken by chance; any-hit rate near 4.5%.

SMILES	ASAP1 inh	Rev-erbA mod	Tn7 DDE FP	proKLK7 act	DDE Tn6 FP inh	PLC-gamma1 inh	PLCb3 inh	UHRF1 MBD2 ctr	ARFGAP1 inh	HGIII-sPLA2 inh
O=C1c2ccccc2C(=O)c2cc(S(=O)(=O)Nc3ccccc3)ccc21	11	-2	-6	0.1	-3	2	2	-2	-3	-20
Cc1ccccc1NC(=S)N(CCN1CCOCC1)Cc1ccccc1F	3	-3	6	-0.1	8	5	-1	-1	-7	2
COc1ccccc1CNc1nc(-c2ccccc2CO)c2sccc2n1	1	-1	0	-14	3	-243	-340	1	7	-13
Cc1[nH]n(-c2ccccc2)c(=O)c1C=Nc1ccc(S(N)(=O)=O)cc1	10	-6	0	0.4	1	2	-3	-7	17	-1
CC(=O)Nc1ccc(NC(=O)COc2cccc3c2OC(C)(C)C3)cc1	5	-4	-5	-0.3	2	1	5	1	-7	-2
COc1ccccc1CCC(=O)OCC(=O)Nc1ccc(S(N)(=O)=O)cc1	7	8	-4	-0.2	2	0	-4	-2	0	-5
Cc1[nH]c(=O)nc2c1CCC2	-8	-4	8	0.2	-2	-2	-2	-2	-6	4
CCOC(=O)Nc1cc2c(cc1C(C)=O)OCO2	1	0	-7	0.5	6	-5	-3	-1	14	3
CCc1nc(CN2CCCC(C(=O)c3ccc4c5c(cccc35)CC4)C2)c(C)[nH]1 (stereo not given)	1	0	-5	15*	-5	-131	-165	-8	2	-24
Fc1ccc2nc(C3CCCCN3Cc3nc(CC4CC4)no3)[nH]c2c1 (stereo not given)	-8	0	1	0.5	16*	-2	-1	-5	-1	-1

Later entries.
SMILES	ASAP1 inh	Rev-erbA mod	Tn7 DDE FP	proKLK7 act	DDE Tn6 FP inh	PLC-gamma1 inh	PLCb3 inh	UHRF1 MBD2 ctr	ARFGAP1 inh	HGIII-sPLA2 inh
CC1(c2nnnn2Cc2ccccc2)CCC(=O)N1Cc1cccc(C(F)(F)F)c1 (stereo not given)	-17	2	2	-0.3	-1	0	-1	3	6	5
COc1ccc(C(=O)C2CCCN(S(=O)(=O)c3cccnc3)C2)c(C)c1 (stereo not given)	-6	-3	-9	-0.2	2	7	-2	0	-1	-5
NC(=O)C(=O)NCCCN1CCOCC1	-1	3	-5	-0.3	-2	-2	-1	0	7	2
Cc1ccc(NC(=O)CSc2n[nH]c(-c3ccco3)n2)c(C)c1	5	-4	4	-0.3	-4	10*	-12	4	19	5
O=C(O)Cc1ccc(C(=O)c2ccc(F)cc2)s1	1	2	2	-0.8	-7	-4	-5	5	8	-1
c1ccc(-n2nnc3c(N4CCOCC4)ncnc32)cc1	-10	6	0	0.1	-2	1	4	3	10	6
COc1nc(N2CCCC2)nc(-n2nnc(C(C)=O)c2C)n1	5	1	4	0.6	6	2	-4	-3	7	-3
O=C(O)c1cccc(NC(=S)NC(=O)c2ccc(-c3ccc(Cl)cc3)o2)c1	0	4	4	0.2	4	-6	-6	1	2	4
COc1ccc(CN(CC(=O)NC(C)C)C(=O)CCC(=O)Nc2nccs2)cc1	6	-4	-13	0.3	-4	2	-1	0	9	-1
COc1ccc2cc(C#N)c(Cl)nc2c1	3	-4	1	0.9	1	-8	-5	-3	3	7

The list continues:
SMILES	ASAP1 inh	Rev-erbA mod	Tn7 DDE FP	proKLK7 act	DDE Tn6 FP inh	PLC-gamma1 inh	PLCb3 inh	UHRF1 MBD2 ctr	ARFGAP1 inh	HGIII-sPLA2 inh
COc1ccc(CNC(=O)CN(Cc2ccc(OC)cc2)C(=O)CCC(=O)Nc2nccs2)cc1	-15	2	6	-0.8	3	3	-5	-1	10	1
CC1CCN(S(=O)(=O)c2cc(Cl)ccc2Br)CC1	-10	1	-3	-0.4	-13	2	-2	1	5	-6
CCOC(=O)c1ccc(NC(=O)CN2C(=O)C(C)SC(C)C2=O)cc1 (stereo not given)	1	-5	1	-0.2	9	1	-1	1	-12	-19
CC[N+](CC)(CC)CCCCOc1ccc2c(c1)C(=O)c1cc(OCCCC[N+](CC)(CC)CC)ccc1-2	-10	-3	-5	0.2	4	3	-1	31*	8	4
C=CCNc1nc(N2CCCC2)nc2ccccc12	-10	-1	-11	-11	-3	-8	-16	1	8	-6
CC(C)(C)c1ccc(CC(=O)N2CCC2(C)C(=O)NS(=O)(=O)c2ccccc2C(F)(F)F)cc1 (stereo not given)	5	5	-1	0.7	2	3	-2	0	-5	-15
N#CC1=C(N)SC(N)=C(C#N)C1Cc1ccccc1	12	5	-3	-0.3	-7	-78	-97	-1	0	-6
CC1=C(C)CC(C(=O)NCC(=O)c2ccccc2)C(C(=O)O)C1 (stereo not given)	-5	-5	5	-0.3	-6	-3	-10	1	-2	4
C[C@@H]1OC(C2CCCCC2)N(C)[C@H]2C[C@H]3c4[nH]c5cccc(-c6ccccc6)c5c4CCN3C[C@@H]12 (stereo not given in full)	x	11	2	1.0	1	-129	-156	-2	x	-6
COc1cc(C(=O)NCC(=O)N/N=C/c2ccc(-c3cccc([N+](=O)[O-])c3)o2)cc(OC)c1OC	10	4	-1	0.0	-5	-1	0	-1	10	1

Reprinted from the part before: 2 compounds; new compounds follow.
SMILES	ASAP1 inh	Rev-erbA mod	Tn7 DDE FP	proKLK7 act	DDE Tn6 FP inh	PLC-gamma1 inh	PLCb3 inh	UHRF1 MBD2 ctr	ARFGAP1 inh	HGIII-sPLA2 inh
C[C@@H]1OC(C2CCCCC2)N(C)[C@H]2C[C@H]3c4[nH]c5cccc(-c6ccccc6)c5c4CCN3C[C@@H]12 (stereo not given in full)	x	11	2	1.0	1	-129	-156	-2	x	-6
COc1cc(C(=O)NCC(=O)N/N=C/c2ccc(-c3cccc([N+](=O)[O-])c3)o2)cc(OC)c1OC	10	4	-1	0.0	-5	-1	0	-1	10	1
CCN1CCN(c2nnc(-c3ccc(F)cc3)c3ccccc23)CC1	8	-6	0	-0.7	-1	2	-3	1	2	0
COc1ccc(-c2cc(=O)c3c(C)cc(O)cc3o2)cc1	-2	-7	4	-12	-1	i	i	-7	-1	-23
COc1ccc(C(C)=O)cc1Cn1c(=O)cc(C)[nH]c1=O	-2	3	-2	0.3	6	0	-2	0	-7	2
CCN(C(=O)CSc1nnnn1-c1ccccc1OC)C1CCS(=O)(=O)C1 (stereo not given)	-4	8	5	-0.6	6	-1	0	1	-5	-3
CN1CCN(CCNC(=O)c2cn(Cc3ccccc3F)nn2)CC1	0	4	4	-0.1	-8	-2	2	0	-5	-1
COCC(=O)Nc1cc(C(=O)Nc2ccccc2)ccc1Cl	2	5	-5	-0.6	-2	-1	-3	3	-13	4
O=C(NC(c1ccc(-c2ccccc2)cc1)c1cnccn1)C1CCN(Cc2ccc(Oc3ccccc3)cc2)CC1 (stereo not given)	12	6	-8	0.5	-5	4	0	0	6	-14
CC1CCN(C(=O)COC(=O)c2c[nH]c3ccccc23)CC1	0	0	5	-0.3	2	2	-6	1	-8	0
S=C1NCCNC(=S)NCCOCCN1	12	-5	-2	0.4	7	-1	4	0	2	5
Cc1ccc(-c2n[nH]c(=S)n2Cc2ccccc2)cc1	8	1	7	-0.8	6	-3	-2	2	11	8

(cont.)
SMILES	ASAP1 inh	Rev-erbA mod	Tn7 DDE FP	proKLK7 act	DDE Tn6 FP inh	PLC-gamma1 inh	PLCb3 inh	UHRF1 MBD2 ctr	ARFGAP1 inh	HGIII-sPLA2 inh
Cc1ccc(N(C(=O)c2csnn2)C(C(=O)NC(C)(C)C)c2ccncc2)cc1 (stereo not given)	-7	4	3	-0.1	-1	4	7	2	-7	-6
Cc1c(Cl)cccc1NC(=S)NC(=O)CCN1C(=O)c2ccccc2C1=O	8	4	4	0.2	-4	0	2	-2	6	5
Cc1ccc2cc(CCNC(=O)C(C)C)c(=O)[nH]c2c1C	6	1	0	-0.3	2	-3	-1	-2	2	2
Cn1c(CN2CCCC2)nc2cc(NS(=O)(=O)c3ccc(Cl)cc3)ccc21	1	1	-3	-1.1	1	-6	-13	2	-2	-8
CC(=O)Nc1ccc(/C=C/COC(C)=O)cc1C	x	-9	1	x	0	3	3	1	x	1
Clc1ccccc1Cn1c(/C=C/c2ccco2)nc2ccccc21	-6	-11	-7	1.9	-5	-113	-135	1	-3	1
CCOCCCn1c(=S)[nH]c2cc(C(=O)NCCc3ccc(OC)c(OC)c3)ccc2c1=O	-11	1	2	0.5	-5	0	-8	-1	-3	7
COc1ccc(C2=NOC(C(=O)Nc3c(C)n(C)n(-c4ccccc4)c3=O)C2)cc1 (stereo not given)	-4	0	-5	-0.1	1	1	-5	5	18	9
Cc1ccc(-n2nc3c(c2NC(=O)CC(C)C)CS(=O)(=O)C3)c(C)c1	20	1	-3	-0.2	0	0	3	-2	-5	0
Cc1ccnc(NC(=O)C2(c3cccs3)CCOCC2)c1	-2	-6	0	0.1	3	4	6	-1	-8	-2
Cc1nonc1CN(C)C(=O)c1cc(COc2ccc(F)cc2Cl)on1	6	0	-3	-0.6	4	7	-2	3	-4	-9
